CSM14.1 death rescue: rescue of cells from ER stress-induced death, primary screen, 384-well, CSM14.1, thapsigargin, ATP luminescence (AID 1222) | CSM14.1 thapsigargin-induced death rescue, ATP luminescence; higher % means a stronger effect | one-dose cellular ATP content (survival), % at 20 µM; EC50 in µM for titrated hits | 190,000 tested, under 10 active;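 active = EC50 below 50 µM in the dose-response confirmation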;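 also: death triggered by thapsigargin at about 15 µM added after 2 h compound pretreatment; cell ATP read after overnight thapsigargin exposure of roughly 18 to 22 hours; normalized against plate controls of thapsigargin alone and 5% DMSO vehicle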
Insulin prom up: insulin promoter activators in MIN6 cells, imaging, high-content screening, mouse beta cells | MIN6 insulin promoter-GFP reporter; active compounds read high | z-score at 5 µM | 190,000 compounds, 0.3% hits;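 active = z-score above 3 at 5 µM with at least 500 cells counted in the well; inconclusive = wells under 500 cells, flagged as cytotoxic or low count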
Dynein cargo inh: inhibitors of GR-EGFP nuclear translocation, primary screen, dynein cargo transport inhibitor project, imaging, high-content, 3617.4 mouse cells | test concentration mostly 20 µM; stimulated with dexamethasone, 1 µM; active compounds read low | z-score, hits read low | 220,000 compounds, 0.47% hits | AID 1381, 2008;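 active = plate z-score of nuclear minus cytoplasmic receptor signal below a set negative limit, without overly bright fluorescence or cell loss, cut at about -3.5 in these data, passing the limit was not always enough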;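 also: z-score of nuclear minus cytoplasmic ring GR-EGFP intensity difference per well; some compounds called inactive have numbers as strong as hits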
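medium = tetracycline-free induction medium containing charcoal-stripped FBS | probe or stimulus = dexamethasone, 1.0 µM final | timing = 48 h induction, then 1 h compound, then 30 min agonist, 37 °C | detection = automated 10x imaging of fixed Hoechst-stained cells | read-out basis = nuclear versus cytoplasmic GR-EGFP signal, averaged per well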
Autophagy HCS: autophagy modulators in MEF cells, primary screen, imaging, high-content, MEF GFP-LC3; MEF GFP-LC3 puncta imaging; test concentration mostly 10 µM; calls only at 10 µM (by protocol); 190,000 compounds, 0.98% hits;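 active = percentage of spot-positive cells more than 3 SD above its plate mean, without a fluorescence outlier flag or 80% toxicity; inconclusive = no clear call, values can overlap the other calls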;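 also: spot-positive cell cutoff set from DMSO-treated cells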
P. falciparum M1AAP: P. falciparum M1AAP inhibitors, biochemical, fluorogenic H-Leu-NHMec substrate, 1536-well (AID 1445); Aminopeptidase N (Plasmodium falciparum (isolate 3D7)); recombinant M1AAP, H-Leu-NHMec fluorogenic kinetic assay; higher % means a stronger effect; inhibition, % at 30 µM, or IC50 in µM where a hit was titrated; 220,000 compounds, 0.42% hits;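 active = primary inhibition above the hit cutoff, then over 50% inhibition at one or more dose response concentrations, cut at about 23% in these data, passing the limit was not always enough; inconclusive = conflicting primary data, or primary hits not chosen for dose response; inactive = low primary inhibition, or under 50% at every dose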;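 also: plate controls were DMSO full reaction for no effect and no enzyme background for full effect; strong numbers were not always called active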
MT stabilizer: microtubule stabilizers in HeLa cells, primary screen, imaging, high-content imaging; AID 2205, 2009; HeLa tubulin immunostaining HCS, 24 h; share of cells brighter than vehicle mean+2SD; 200,000 compounds, 0.83% hits; % tubulin-high responders, % at 10 µM;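 active = plate Z-score above 3 for both tubulin-high and condensed-nucleus cell shares, with cell loss under 80%, at 10 µM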;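 also: anti alpha tubulin signal scored within the nucleus-defined area of each cell; some results filed as inactive read as strong as hits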
Yfh1-depleted yeast: enhancers of respiration in Yfh1-depleted yeast, dose response, Friedreich's ataxia, plus single-dose screen (AID 1465); S. cerevisiae Yfh1-off respiration, WST-1 reduction, 72 h; higher fold induction means a stronger effect; fold induction at 50 µM; hits with a dose series show EC50 in µM; 220,000 compounds, 0.074% hits;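 active = fold induction of absorbance versus untreated yeast above a set limit, then at least 30% activation at any dose in follow-up; inconclusive = repeats straddling the limit, or above it without dose testing; inactive = fold induction below the set limit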;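 also: activators that raise dye reduction in frataxin-depleted yeast; strong numbers were not always called active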
Lipid droplet: inhibitors of hepatocyte lipid droplet formation, primary screen, imaging, high-throughput imaging, BODIPY stain; AML12 mouse hepatocytes, oleate lipid droplets; inhibition, % at 6.5 µM; 240,000 compounds, 0.4% hits;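 active = lipid droplet intensity inhibited by at least 50%, with more than 500 cells counted; inconclusive = wells with under 300 cells, treated as cytotoxic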
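Assay system: AML12 hepatocytes (mouse); Probe or stimulus: oleic acid at 100 µM to induce lipid droplet formation; Dosing: compound at 6.5 µM only; Schedule: compound with oleate, overnight; Detection: fluorescence imaging, 20x objective, two fields per well; Measure: % inhibition of lipid droplet signal.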
P. falciparum M17LAP: P. falciparum M17LAP inhibitors, primary screen, biochemical, fluorogenic H-Leu-NHMec substrate, 1536-well (AID 1619) | Leucine aminopeptidase (Plasmodium falciparum (isolate 3D7)) | recombinant M17LAP, H-Leu-NHMec fluorogenic kinetic assay; higher % means a stronger effect | inhibition, % at 30 µM; hits with a dose series show IC50 in µM | 220,000 compounds, 0.38% hits;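 active = compound inhibiting the enzyme by more than half at any dose during confirmatory dose-response retesting; inconclusive = strong single-dose inhibitors picked by rank but not retested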;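 also: plate controls were full reaction with DMSO carrier for no effect and no enzyme background for full effect; strong numbers were not always called active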
Dynein cargo inh cytoplasmic EGFP: second read-out of Dynein cargo inh, no call of its own (marks repeat the call); z-score; measured here: cytoplasmic GR-EGFP intensity; active compounds read high
Dynein cargo inh nuclear GR-EGFP: also measured in Dynein cargo inh; calls as there; z-score; measured here: nuclear GR-EGFP intensity;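 lower value marks the stronger effect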
Dynein cargo inh cell count: also measured in Dynein cargo inh; calls as there; z-score; measured here: cell count per field
Insulin prom up cell count: also measured in Insulin prom up; calls as there; cell count; measured here: cytotoxicity, nuclei count;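 total cells summed across four imaged fields per well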
Lipid droplet cells 6.5 µM: also measured in Lipid droplet; calls as there; cell count; measured here: cell count, cytotoxicity flag;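 cells counted across two imaged fields per well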
MT stabilizer Hoechst-high %: second read-out of MT stabilizer, no call of its own (marks repeat the call); % Hoechst-high responders; measured here: nuclear condensation Hoechst responders;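 share of cells brighter than vehicle mean plus two SD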
MT stabilizer cytotoxicity %: also measured in MT stabilizer; calls as there; toxicity, %; measured here: cytotoxicity by cell density;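 0% = mean cell density of plate MIN control wells and 100% = no cells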
Autophagy HCS cell loss 18 h: second read-out of Autophagy HCS, no call of its own (marks repeat the call); toxicity, %; measured here: cell loss, nuclei count;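 cell loss after 18 h compound exposure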
The depositor's hits bear a star; i = inactive; ? = inconclusive; · = no result given; + = active, no number. Hits appear at their usual frequency, and some 3.5% of all compounds hit somewhere here.

SMILES	CSM14.1 death rescue	Insulin prom up	Insulin prom up cell count	Dynein cargo inh	Dynein cargo inh cytoplasmic EGFP	Dynein cargo inh nuclear GR-EGFP	Dynein cargo inh cell count	Autophagy HCS	Autophagy HCS cell loss 18 h	P. falciparum M1AAP	MT stabilizer	MT stabilizer Hoechst-high %	MT stabilizer cytotoxicity %	Yfh1-depleted yeast	Lipid droplet	Lipid droplet cells 6.5 µM	P. falciparum M17LAP
CCOc1ccc(NC(=S)NCCN2CCN(Cc3ccccc3)CC2)cc1	2.7%	-1.2	1263	1.6	0.25	0.34	-1.2	i	3	7%	3.3	2.9	10	i	18	707	4%
O=C(NCCCCNC(=O)C1CCCC1)C1CCCC1	-2.1%	·	·	0.041	-0.23	0.091	-0.24	i	2	3%	2.6	1.5	5.6	i	-2	683	9%
CC(C)(C)c1csc(NNC(=O)c2ccc(Br)cc2)n1	-1.1%	0.49	1247	-0.61	-0.2	0.36	-0.098	i	14	-16%	6.0	1.9	1.1	i	5	723	2%
COC(=O)C(N)Cc1ccc(OC)c([N+](=O)[O-])c1 (centres undefined)	·	-0.29	1372	1.5	-0.26	0.66	-0.83	·	·	-3%	·	·	·	i	-3	702	0%
O=C(NCCCn1ccnc1)/C(=C\c1cccnc1)NC(=O)c1ccco1	0.8%	-0.04	1118	-1.5	-0.17	-0.99	-0.21	i	-9	10%	1.9	2.1	6.3	i	16	725	-9%
O=C(NCc1cccnc1)C1CCN(S(=O)(=O)c2cccnc2)CC1	2.3%	0.3	839	-0.61	0.16	0.35	1	i	-4	0%	2.7	1.6	10.0	i	-4	776	-6%
CCOC(=O)C1=C(C)NC(C)=C(C(=O)OCC)C1C(=O)OCC(=O)N1CCC(C)CC1	0.6%	0.12	1530	-0.46	-0.21	-0.15	0.76	i	10	1%	1.5	1.7	6.2	i	·	·	-7%
O=C(CCCN1C(=O)/C(=C\c2cccs2)SC1=S)Nc1ccccn1	0.1%	0.62	1570	0.72	-0.23	0.67	-0.3	i	22	6%	3.3	2.3	0.6	i	4	732	-8%
Cn1c(N=Nc2ccccc2)nc2ccccc21	-6.1%	-0.4	726	0.25	-0.18	0.3	0.098	i	-1	11%	2.4	2.8	14	i	-11	618	44%
C/C(=N\NC(=O)CCc1c[nH]c2ccccc12)c1ccc([N+](=O)[O-])cc1	-1.8%	-0.04	1391	-1.2	-0.17	-0.35	0.071	i	4	9%	1.9	2.4	16	i	15	658	-1%
CC(=O)Oc1oc(-c2ccccc2)nc1C=Nc1ccc(N(C)C)cc1	·	0.1	1348	-2.1	0.066	-1.3	0.79	·	·	2%	·	·	·	i	4	743	0%
CC(C)N1CCc2c(sc(NC(=O)CN3C(=O)c4ccccc4C3=O)c2C(N)=O)C1	0.2%	0.49	1502	0.57	-0.3	0.79	-0.3	i	18	9%	2.2	1.6	15	i	2	718	6%
CN1CCN(S(=O)(=O)c2ccc(N)cc2)CC1	2.6%	-0.65	1343	-0.14	-0.19	0.2	-0.28	·	·	20%	5.3	2.2	5.0	i	-3	735	-6%
CCN1/C(=N\N)c2cccc3cccc1c23	-0.5%	1.8	1612	0.24	0.23	0.82	-1.2	+	15*	0%	19	2.6	26	i	15	737	-1%
Nc1nc(C23CC4CC(CC(Cl)(C4)C2)C3)cs1	·	1.2	1146	0.71	-0.25	0.3	-0.024	·	·	9%	·	·	·	i	-4	722	13%
CCCc1c(C(=O)OCC)sc(N)c1C#N	-1.7%	-0.3	1462	-0.66	-0.36	-0.35	2.3	i	-1	7%	8.2	1.2	2.0	i	1	712	-2%
c1ccc(-c2csc3ncnc(N4CCc5ccccc5C4)c23)cc1	0.1%	0.23	1345	-0.76	-0.065	-0.62	0.3	i	6	7%	3.7	3.4	7.5	i	3	708	-3%
O=C(CSc1nnc(-c2ccccc2)o1)c1nnc(-c2ccccc2)o1	0.7%	-1.6	1061	0.73	-0.2	0.67	0.22	i	23	21%	3.0	2.6	9.4	i	·	·	22%
CCSc1nc2c(c(=O)[nH]1)C(c1cccnc1)C(C(=O)OC(C)C)=C(C)N2 (centres undefined)	-0.7%	0.28	1106	1.1	-0.089	1.4	0.28	i	-2	5%	2.4	3.0	15	i	-8	716	-2%
O=C(/C=C/c1ccc(F)cc1)NCCCN1CCN(CCCNC(=O)/C=C/c2ccc(F)cc2)CC1	-4.1%	0.41	1213	-0.31	-0.22	-0.22	0.098	i	13	-2%	3.1	1.5	5.6	i	-5	650	0%
CC(C)c1ccc2c(c1)CCC1C(C)(CN)CCCC21C (centres undefined)	·	0.49	773	-1.1	2.7	0.51	-6.1	·	·	-4%	·	·	·	i	24	698	-1%
c1ccc(COc2ccc(OCCCCN3CCCCC3)cc2)cc1	-2.4%	-1.9	737	5.6	1.2	2.9	-3.3	+	17*	1%	0.9	0.8	4.5	i	-14	826	3%
COc1cc(C(=O)NCCN2C(=O)S/C(=C\c3ccc(F)cc3)C2=O)ccc1OCC(=O)N1CCOCC1	·	-0.27	1135	0.22	-0.17	0.031	-0.54	·	·	2%	·	·	·	i	4	718	-5%
Cn1c(N/N=C/c2cc3ccccc3nc2Cl)nc2ccccc21	-9.2%	·	·	-2.7	13	-0.049	0.38	i	7	3%	3.2	1.6	1.5	i	2	600	13%
CCc1nc2sc3c(Cl)ncnc3c2c2c1CCCC2	·	0.19	1029	0.74	-0.091	0.5	-1.2	·	·	8%	·	·	·	i	13	768	0%
SMILES	CSM14.1 death rescue	Insulin prom up	Insulin prom up cell count	Dynein cargo inh	Dynein cargo inh cytoplasmic EGFP	Dynein cargo inh nuclear GR-EGFP	Dynein cargo inh cell count	Autophagy HCS	Autophagy HCS cell loss 18 h	P. falciparum M1AAP	MT stabilizer	MT stabilizer Hoechst-high %	MT stabilizer cytotoxicity %	Yfh1-depleted yeast	Lipid droplet	Lipid droplet cells 6.5 µM	P. falciparum M17LAP
Cc1ccc(CNS(=O)(=O)NCc2ccccc2F)cc1	-1.2%	-0.01	1317	0.38	-0.21	0.23	0.26	i	0	3%	2.8	2.6	8.4	·	-6	660	16%
NS(=O)(=O)c1ccc(CNC(=O)NC23CC4CC(CC(C4)C2)C3)cc1	·	0.19	1246	-0.63	-0.24	-0.79	0.78	i	8	?	3.6	1.8	1.4	i	-10	668	8%
N/C(COc1ncn(-c2ccccc2)n1)=N\S(=O)(=O)c1ccc(Cl)cc1Cl	-0.7%	0.1	1540	-1.1	0.3	-0.4	0.61	i	16	6%	2.4	1.9	3.6	i	-8	610	6%
CCOC(=O)N1CCN(C(=O)CS(=O)(=O)Cc2nc(-c3ccccc3C)oc2C)CC1	0.0%	-0.94	1165	1.2	-0.17	1.1	-0.51	·	·	5%	7.4	1.7	8.2	i	0	679	1%
O=C(CN1c2ccccc2Sc2ccccc21)N/N=C/c1ccc(Cl)cc1	·	-0.4	931	-0.8	-0.24	0.39	0.57	·	·	3%	·	·	·	i	14	703	-5%
O=C(NCc1cn(-c2ccccc2)nc1-c1ccccc1)c1ccc([N+](=O)[O-])cc1	1.6%	-0.51	1171	0.13	-0.22	0.54	-0.35	i	11	-2%	3.8	2.7	6.9	i	-35	602	4%
COC(=O)c1[nH]c2ccc(C)cc2c1NC(=O)CN1CCCc2ccccc21	·	1.5	907	0.49	0.078	0.34	-0.014	i	-6	9%	2.5	2.5	9.2	i	-30	640	4%
CN1C(C(=O)NCC2CC2)CC2Cn3c(nc4cc5ccccc5cc43)C21 (centres undefined)	·	-0.03	1083	-0.75	-0.72	-0.19	0.27	·	·	4%	·	·	·	i	3	738	2%
Cc1ccc(C(=O)Nc2nnc(CC(=O)N/N=C/c3ccncc3)s2)cc1	-1.1%	0.34	1196	-0.076	-0.09	0.13	-1	i	-1	3%	1.5	2.0	5.7	i	6	702	20%
COc1cc(=O)[nH]c(=O)n1C(=O)Cc1ccccc1	-2.3%	1.1	1298	0.86	-0.15	0.87	-1.9	i	24	0%	3.7	3.0	15	i	·	·	-3%
Cc1cc(OCC(=O)Nc2ccc(S(=O)(=O)NC3=NCCCCC3)cc2)c(C(C)C)cc1Cl	-1.1%	-0.48	1223	-0.022	-0.17	0.066	0.97	i	-9	-1%	3.8	1.8	5.7	i	4	681	6%
Cc1c(NS(=O)(=O)c2cccs2)c(=O)n(-c2ccccc2)n1C	-2.1%	·	·	-0.78	-0.2	-0.16	0.24	i	19	2%	6.9	3.3	2.9	i	·	·	5%
CCCCOc1ncnc2c1[nH]c1ccc(OCC)cc12	-1.0%	0.25	1247	-1.1	0.047	-0.3	1.3	i	1	-5%	5.6	2.4	4.0	i	·	·	7%
O=c1[nH]c2ccsc2c(=O)n1-c1ccc(F)c(Cl)c1	-1.0%	0.58	1487	0.63	0.13	1.2	-0.77	i	1	0%	2.4	4.9	6.2	i	·	·	-4%
CCOC(=O)c1c[nH]c2c(C(F)(F)F)cccc2c1=O	-0.3%	0.11	1473	0.69	-0.29	0.66	-0.35	i	-8	7%	·	·	·	i	7	716	-2%
